Source: PubChem BioAssay
TRb-SRC2 inh: inhibitors of human thyroid hormone receptor beta-SRC2 interaction | P10828 | TRbeta-SRC2 peptide binding, fluorescence polarization; receptor liganded with 1 µM T3 | Potency, µM (top dose mostly 106 µM), for inactives: top-dose activity change, negative = inhibition, most hits filed as inhibitors | actives 0.065% (n = 280,000) | AID 1469;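 note: plate controls were bound peptide for no effect and peptide without receptor for full effect; nearly all actives have a fitted effect of over 50% in size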
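Binding of a 20-amino-acid Texas Red SRC2 peptide (20 nM) to TRb ligand-binding domain (0.6 uM) with agonist T3 at 1 uM was followed by fluorescence polarization after a 5 hr room-temperature incubation.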
ALDH1A1 block: inhibitors of human aldehyde dehydrogenase 1A1; Purified ALDH1A1, NADH fluorescence, propionaldehyde substrate; Potency, µM (series often up to 75.3 µM), for the others: top-dose activity, negative = inhibition, actives largely listed as inhibitors; AID 1030; P00352; actives 7.3% (n = 220,000); active = well fitted inhibition curve with a large enough effect, not every such curve was filed as active; inconclusive = small, poorly fitted or top-dose-only effect, or another doubt; inactive = no such curve, though single readings can be large or run the other way;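 note: plate controls were no enzyme wells and a reference inhibitor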
Target sequence (P00352 whole entry, looked up): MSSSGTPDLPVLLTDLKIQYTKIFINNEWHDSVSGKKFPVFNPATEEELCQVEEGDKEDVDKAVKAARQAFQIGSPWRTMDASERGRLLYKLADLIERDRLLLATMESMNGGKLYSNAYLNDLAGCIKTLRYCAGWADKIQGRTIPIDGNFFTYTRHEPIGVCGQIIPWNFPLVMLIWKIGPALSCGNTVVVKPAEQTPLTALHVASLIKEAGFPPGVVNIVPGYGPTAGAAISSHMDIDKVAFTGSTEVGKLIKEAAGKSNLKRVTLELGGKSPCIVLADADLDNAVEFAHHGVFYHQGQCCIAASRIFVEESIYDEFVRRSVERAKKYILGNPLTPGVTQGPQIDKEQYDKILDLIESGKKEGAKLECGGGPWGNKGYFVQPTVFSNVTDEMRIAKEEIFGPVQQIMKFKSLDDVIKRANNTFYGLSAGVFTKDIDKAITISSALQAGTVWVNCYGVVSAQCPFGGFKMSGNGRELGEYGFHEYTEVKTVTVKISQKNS
Tau fibril FP: inhibitors of human tau fibril formation. P10636. Potency, µM (series often up to 57.7 µM), for inactives: at the highest dose activity, negative = inhibition, actives largely listed as inhibitors. actives 0.39% (n = 280,000). AID 1468. K18 P301L tau heparin fibrillization, Alexa594 FP, 6 h; note: nearly all actives have a fitted effect of over 55% in size
Target sequence (P10636 561-689 P618L limits assumed): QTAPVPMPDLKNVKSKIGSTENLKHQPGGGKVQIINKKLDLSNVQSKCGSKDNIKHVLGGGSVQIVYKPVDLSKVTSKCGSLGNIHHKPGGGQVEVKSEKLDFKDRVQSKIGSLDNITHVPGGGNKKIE
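Read-out: fluorescence polarization of Alexa 594-labeled tau (0.24 uM), 555 nm excitation, 632 nm emission. Mixtures held 15 uM unlabeled K18 P301L, compound and 20 uM heparin, pH 7 acetate buffer, incubated 6 hr at 37 C.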
Tau fluor counter: counter-screen for tau fibril formation inhibitors; tau K18 P301L Alexa594 fluorescence, heparin fibrillization; AID 1463; actives 0.93% (n = 280,000); Potency, µM (series often up to 57.7 µM), inactives show at the top dose activity change, negative = decrease; note: nearly all actives have a fitted effect of over 55% in size
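Human tau K18 P301L (15 uM unlabeled, 0.24 uM Alexa 594-labeled) in 100 mM sodium acetate pH 7 with 20 uM heparin, 6 hr at 37 C. ThT 30 uM added, 1 hr ambient; Alexa 594 FP and total fluorescence read at 555/632 nm.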
TexasRed fluor: alters Texas Red total fluorescence, flagging assay interference; TRb/SRC2 Texas Red total fluorescence interference; Potency, µM (highest dose often 106 µM), for inactives: top-dose fluorescence change, negative = quenching; actives 0.29% (n = 280,000); active = well fitted curve in either direction with a large enough effect; inconclusive = small, poorly fitted or top-dose-only effect
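Flags fluorescent or light-absorbing compounds by total fluorescence, S + 2P, at 555 nm excitation and 632 nm emission. Mixture: 20 nM Texas Red SRC2 peptide, 0.6 uM human TRb LBD, 1 uM T3, 5% DMSO; compound exposure 5 h at ambient temperature.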
Tau ThT inhib: inhibitors of human tau fibril formation, thioflavin T binding. P10636. recombinant tau K18 P301L (four-repeat tau fragment), heparin-induced fibrillization, ThT fluorescence. Potency, µM (highest dose often 57.4 µM), for the others: at the highest dose activity, negative = inhibition, hits mostly inhibitors. actives 2.1% (n = 270,000); note: nearly all actives have a fitted effect of over 55% in size
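K18 P301L tau (15 uM + 0.24 uM Alexa 594-tagged), heparin 20 uM, NaOAc pH 7, 6 h 37 C; ThT 30 uM, 1 h RT, ex 450/em 510 nm.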
aGal spleen mod: inhibits or activates alpha-galactosidase in human spleen homogenate; P06280; human spleen homogenate, 4MU-alpha-Gal fluorescence, 40 min; Potency, µM (highest dose often 80 µM), without a hit: at the highest dose activity change, negative = inhibition, usual class: inhibitors; actives 0.008% (n = 240,000); AID 2107;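 note: 0% = enzyme with vehicle and -100% = no enzyme basal signal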
Target sequence (P06280 32-429 limits assumed): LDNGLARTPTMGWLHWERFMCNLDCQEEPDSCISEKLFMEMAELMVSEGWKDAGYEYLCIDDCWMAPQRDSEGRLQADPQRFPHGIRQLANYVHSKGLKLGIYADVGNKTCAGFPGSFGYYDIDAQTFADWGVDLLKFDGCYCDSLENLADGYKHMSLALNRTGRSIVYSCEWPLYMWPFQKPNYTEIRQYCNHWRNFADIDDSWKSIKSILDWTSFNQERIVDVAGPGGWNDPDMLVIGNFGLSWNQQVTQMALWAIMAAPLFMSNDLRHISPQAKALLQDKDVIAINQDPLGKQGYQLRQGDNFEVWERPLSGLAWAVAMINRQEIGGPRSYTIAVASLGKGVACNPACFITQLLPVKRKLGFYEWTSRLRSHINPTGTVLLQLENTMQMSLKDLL
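Spleen homogenate 1 ug + cpd (titration) + 4-MU-alpha-D-galactopyranoside 1 mM; 37C 40 min; 50 mM citrate/phosphate pH 5.0, 0.01% Tween-20; stop pH 10; fluorescence 365/440; AC50 via Hill.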
L3MBTL1 block: blocks human L3MBTL1; Q9Y468; AlphaScreen L3MBTL1–H3K9me1 peptide binding; Potency, µM (doses to about 57.1 µM), for the others: at the top dose activity, negative = inhibition, actives largely listed as inhibitors; actives 0.66% (n = 230,000); note: nearly all actives have a fitted effect of over 60% in size
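AlphaScreen proximity signal between nickel-chelate acceptor and streptavidin donor beads (final 10 ug/mL) reports binding of 50 nM L3MBTL1 to 75 nM biotin-H3 K9me1 peptide; complex incubated with compounds 30 min at room temperature; cefsulodin titration as control.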
The depositor's hits bear a star; ? = inconclusive; / = no result given; [ ] = remark or other dose. Unless noted, calls come from the whole dose curve; as a rule, active = well fitted curve in the direction sought with a large enough effect; inconclusive = small, poorly fitted or top-dose-only effect, or another doubt; inactive = no such curve, though single readings can be large; an effect the other way counts as inactive or inconclusive. Unless noted, % is set by controls: 0 for no effect and ±100 for the full control effect; potency is the fitted concentration of half-maximal effect.

Letters: A = TRb-SRC2 inh; B = ALDH1A1 block; C = Tau fibril FP; D = Tau fluor counter; E = TexasRed fluor; F = Tau ThT inhib; G = aGal spleen mod; H = L3MBTL1 block
COc1ccc(CCNC(=O)c2ccc3c(c2)ncn3-c2ccc(C(C)C)cc2)cc1OC
  A: -8%; B: /; C: -3%; D: -27%; E: 0%; F: ?; G: /; H: /

COc1cc(OC)c(Nc2nc3ccccc3nc2-n2nc(C)cc2C)cc1Cl
  A: 4%; B: /; C: ?; D: ?; E: -2%; F: -8%; G: /; H: /

CCOC(=O)Cc1c(C)nc2c(-c3ccccc3)c(C)nn2c1C
  A: 7%; B: -15%; C: -2%; D: -13%; E: -1%; F: -8%; G: -1%; H: ?

Cc1ccc(CNC(=O)C2CCN(S(=O)(=O)c3ccc4nc5c(c(C(=O)O)c4c3)CC(C)CC5)CC2)cc1 (stereo unspecified)
  A: 0%; B: /; C: 2%; D: -8%; E: 9%; F: -6%; G: /; H: /

CCOCCCNC(=O)CCCC1=NS(=O)(=O)c2ccccc2N1
  A: -5%; B: 28%; C: 2%; D: -5%; E: -4%; F: -2%; G: -3%; H: -11%

O=C(CS(=O)(=O)c1nc(-c2ccc(Cl)cc2)cn1-c1ccccc1)Nc1ccc(F)cc1F
  A: -1%; B: /; C: ?; D: ?; E: -1%; F: -14%; G: /; H: /

CCc1ccc(OCC(=O)NC2CC(C)(C)NC(C)(C)C2)cc1
  A: -1%; B: -3%; C: -5%; D: -10%; E: 1%; F: 13µM*; G: 7%; H: 3%

O=C(/C=C/c1ccc(F)cc1)c1ccccc1Br
  A: -17%; B: ?; C: -5%; D: 1%; E: 2%; F: 0%; G: 4%; H: 5%

Cc1ccc(NC(=S)NNS(=O)(=O)c2ccc3ccccc3c2)cc1Cl
  A: -2%; B: ?; C: 1%; D: ?; E: -1%; F: ?; G: -2%; H: /

CCc1nc(OCc2ccccc2)c2sc3nc4c(cc3c2n1)COC(C)(C)C4
  A: 1%; B: 0.79µM*; C: 9%; D: -8%; E: 1%; F: -7%; G: 1%; H: /

COc1ccc(N2CC(O)=C(c3nc(-c4ccc(F)cc4)cs3)C2=N)cc1OC
  A: 3%; B: -7%; C: 6%; D: -23%; E: -7%; F: -13%; G: 9%; H: -13%

Cc1ccc(NC(=O)C2CCCN2S(=O)(=O)c2ccc3c(c2)CCCC(=O)N3)cc1Cl (stereo unspecified)
  A: 13%; B: /; C: -11%; D: -20%; E: 1%; F: -4%; G: /; H: /

CCn1ncc(C2=NOC(C(=O)Nc3c(C)nn(Cc4ccc(F)cc4)c3C)C2)c1C (stereo unspecified)
  A: 3%; B: 2%; C: 2%; D: -8%; E: -1%; F: -9%; G: 6%; H: /

Cc1cccc(C2CC(=O)Oc3c2c(=O)n(C)c2ccccc32)c1 (stereo unspecified)
  A: 0%; B: /; C: 2%; D: -11%; E: 3%; F: 0%; G: /; H: /

CC(C)(C)C(=O)Cn1nnc(-c2ccc(C(F)(F)F)cc2)n1
  A: 0%; B: 17%; C: -3%; D: -13%; E: -6%; F: -2%; G: -7%; H: 10%

O=C(OC1CCOC1=O)c1cc(-c2cccs2)nc2ccccc12 (stereo unspecified)
  A: 5%; B: ?; C: ?; D: ?; E: -3%; F: -4%; G: ?; H: /

CCOC(=O)C1CCCN(C(=O)c2ccc(OC)c([N+](=O)[O-])c2)C1 (stereo unspecified)
  A: -2%[53 µM]; B: 4.5µM*; C: -3%; D: 8%; E: 0%[53 µM]; F: 12%; G: 2%; H: 10%

NC(=O)Nc1ccc(Nc2ccccc2)cc1
  A: 6%; B: /; C: 3%; D: ?; E: 4%; F: ?; G: 6%; H: -27%

N#Cc1c(C(F)(F)F)cc(-c2cccs2)nc1SCC(=O)Nc1ccc(F)cc1
  A: -1%; B: /; C: ?; D: -8%; E: 4%; F: 1%; G: /; H: /

Cc1ccc2sc(NNC(=O)c3cc(=O)c4ccccc4o3)nc2c1C
  A: 11%; B: 13µM*; C: -14%; D: ?; E: -16%; F: 4µM*; G: -5%; H: ?

CC1CCN(C(=S)c2ccccc2O)CC1
  A: -5%; B: ?; C: 3%; D: 0%; E: -2%; F: -2%; G: 3%; H: -18%

Cc1cc(C)cc(NC(=O)CSc2nc3sc4c(c3c(=O)[nH]2)CCCC4)c1
  A: 0%; B: /; C: -1%; D: 9%; E: -3%; F: 2%; G: /; H: /

Cc1ccc(Cn2c(CNC(=O)CCc3ccccc3)nc3cccnc32)cc1
  A: -4%; B: /; C: 4%; D: -16%; E: -2%; F: -12%; G: /; H: /

O=C1CCC/C(=N/NC(=O)c2ccc(CN3c4cccc5cccc(c45)S3(=O)=O)cc2)C1
  A: -1%; B: ?; C: 3%; D: -10%; E: 1%; F: -12%; G: -11%; H: -13%

CC(C)C[C@@H](CC(=O)N[C@H](CC(=O)N[C@@H]1CCNC[C@H]1C(=O)N[C@H](CC(=O)N[C@@H](CCC(=O)O)CC(=O)O)Cc1c[nH]c2ccccc12)C(C)C)NC(=O)[C@@H]1CNCC[C@H]1N
  A: 5%; B: ?; C: 2%; D: -12%; E: 1%; F: -13%; G: 17%; H: /

Oc1ccccc1C1=Nc2nc3ccccc3n2C(c2ccccc2)C1 (stereo unspecified)
  A: 7%; B: ?; C: -2%; D: -14%; E: 2%; F: ?; G: -3%; H: -12%

Cc1ccc2nc(-c3ccc(NC(=O)CN(C)S(=O)(=O)c4ccccc4)cc3)sc2c1
  A: -3%; B: ?; C: ?; D: -3%; E: -4%; F: 2%; G: 2%; H: 9%

COC(=O)c1ccc(NC(=O)c2ccc(F)cc2)o1
  A: -7%; B: 11%; C: -1%; D: -6%; E: 0%; F: -3%; G: 5%; H: -5%

Cc1ccc(NC(=O)N(Cc2nc3ccccc3c(=O)[nH]2)Cc2cccs2)cc1
  A: -7%; B: 8%; C: 5%; D: -11%; E: -1%; F: -7%; G: 0%; H: 1%

COc1ccc(NC(=O)CSc2nc(-c3ccc(C)cc3)cc(C(F)(F)F)c2C#N)cc1
  A: -11%; B: 25%; C: -1%; D: -6%; E: 0%; F: -8%; G: -6%; H: 0%

Compound profiles, as listed above.
O=C(OC1CCOC1=O)c1cc(-c2cccs2)nc2ccccc12 (stereo unspecified) reads TRb-SRC2 inh = 5%; ALDH1A1 block = ?; Tau fibril FP = ?; Tau fluor counter = ?; TexasRed fluor = -3%; Tau ThT inhib = -4%; aGal spleen mod = ?; L3MBTL1 block = /
Cc1cc(C)cc(NC(=O)CSc2nc3sc4c(c3c(=O)[nH]2)CCCC4)c1 reads TRb-SRC2 inh = 0%; ALDH1A1 block = /; Tau fibril FP = -1%; Tau fluor counter = 9%; TexasRed fluor = -3%; Tau ThT inhib = 2%; aGal spleen mod = /; L3MBTL1 block = /
Cc1cccc(C2CC(=O)Oc3c2c(=O)n(C)c2ccccc32)c1 (stereo unspecified) reads TRb-SRC2 inh = 0%; ALDH1A1 block = /; Tau fibril FP = 2%; Tau fluor counter = -11%; TexasRed fluor = 3%; Tau ThT inhib = 0%; aGal spleen mod = /; L3MBTL1 block = /

New compounds follow
Letters: A = TRb-SRC2 inh; B = ALDH1A1 block; C = Tau fibril FP; D = Tau fluor counter; E = TexasRed fluor; F = Tau ThT inhib; G = aGal spleen mod; H = L3MBTL1 block
COC(=O)c1cc(NS(=O)(=O)c2ccc(N3CCOCC3)c([N+](=O)[O-])c2)cc(C(=O)OC)c1
  A: 1%; B: -9%; C: -3%; D: ?; E: -4%; F: ?; G: 1%; H: -3%

Cc1ccc(CN2CCN(C(=O)C3CCC3)CC2)cc1
  A: 7%; B: -13%; C: 6%; D: 5%; E: -1%; F: 3%; G: 2%; H: ?

Cc1cc(C)c2sc(N3CCN(C(=O)C4CC4)CC3)nc2c1
  A: -2%; B: /; C: 1%; D: 3%; E: 1%; F: ?; G: /; H: /

COc1ccccc1N(C)S(=O)(=O)c1ccc(C(=O)NC2CCCCCC2)cc1
  A: 4%; B: /; C: -2%; D: -12%; E: -3%; F: -12%; G: -3%; H: 6%

Cc1cc(C)cc(N(CCC(=O)Nc2nnc(C3CC3)s2)S(=O)(=O)c2ccc(Cl)cc2)c1
  A: 1%; B: 9%; C: 2%; D: -9%; E: 2%; F: -3%; G: 3%; H: 29%

COc1ccc(/C=N/NC(=O)Cc2csc(Nc3cccc(C(F)(F)F)c3)n2)c(OC)c1
  A: 2%; B: -8%; C: 13%; D: ?; E: 2%; F: -13%; G: 6%; H: -4%

Cc1cccc(NC(=O)C2(c3cccs3)CCOCC2)c1
  A: 5%; B: 7%; C: 2%; D: 5%; E: -1%; F: 12%; G: 0%; H: -2%

COc1cccc(/C=N/Nc2nc3ccccc3[nH]2)c1O
  A: 3%; B: /; C: 13%; D: -30%; E: -16%; F: ?; G: 4%; H: 19%

COc1ccc(OC)c(-n2nnnc2SCC(=O)NCCc2ccccc2)c1
  A: -1%; B: 1.3µM*; C: -2%; D: -21%; E: 0%; F: -11%; G: 5%; H: 0%

COc1cccc(-c2n[nH]c3c2CCC3)c1
  A: -2%; B: 4%; C: 13%; D: 12%; E: -4%; F: -11%; G: -1%; H: 23%

Cc1cccc(OCc2nc(C#N)c(NCc3ccc4c(c3)OCO4)o2)c1
  A: 5%; B: ?; C: 6%; D: ?; E: 0%; F: -10%; G: -2%; H: /

Cc1cc(C)n2nc(C(=O)N(C)C(c3ccccc3)c3ccccc3)nc2n1
  A: -8%; B: ?; C: 0%; D: -5%; E: -1%; F: -8%; G: 1%; H: /

N#CCN1CCN(CC(=O)c2ccc(Br)cc2)CC1
  A: -10%; B: /; C: -8%; D: -26%; E: -2%; F: /; G: 1%; H: /

Cc1ccnc(NS(=O)(=O)c2ccc(NC(=O)c3ccc([N+](=O)[O-])s3)cc2)n1
  A: 5%; B: -9%; C: 12%; D: ?; E: -5%; F: ?; G: -1%; H: /
